T cell HTS: T cell immune modulators affecting CD8 T cell-vesicle binding; 2C CD8+ T cell-vesicle binding, flow cytometry; stronger effect = lower value; calls only at 7 µM; 330,000 compounds, 0.068% hits;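 active = response, share of CD8 T cells binding vesicles, and their 90th percentile fluorescence all below set limits, cut at about 80% in these data, passing the limit was not always enough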
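material = purified 2C TCR transgenic mouse naive CD8+ T cells | controls = Unloaded micro-vesicles (low), QL9 vesicles with 0.7% DMSO (high) | detection = cytometric PE anti-B7-1 and Alexa647 anti-CD8 signals after 1% paraformaldehyde fixation | incubation = binding step 1.5 h, 37 °C, antibody labelling 20 min, ice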
GPR55 activation: GPR55 agonists via beta-arrestin recruitment, primary screen, imaging, U2OS cells, beta-arrestin-GFP redistribution (AID 1961); U2OS GPR55 beta-arrestin-GFP redistribution imaging; higher % means a stronger effect; activation, % at 10 µM, or EC50 in µM where a hit was titrated; 290,000 compounds, 0.048% hits;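 active = activation above 40% with more than 50 cells counted in the well; inconclusive = wells holding fewer than 50 cells, flagged as toxic or sparse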;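 also: U2OS osteosarcoma cells stably expressing GPR55 and beta-arrestin-GFP; plate controls were DMSO negative control for no effect and LPI positive control for full effect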
LYP inhibition: PTPN22 lymphoid phosphatase activity blockers – biochemical, fluorescence intensity, uHTS (AID 1779); recombinant LYP phosphatase, fluorescence intensity; higher % means a stronger effect; inhibition, % at 11.5 µM, or IC50 in µM where a hit was titrated; 290,000 compounds, 0.054% hits; in the data active = inhibition above about 50%;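 also: plate controls were vehicle with enzyme for no effect and no enzyme for full effect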
GPR55 antagonists: inhibition of LPI-stimulated GPR55 beta-arrestin translocation – imaging, U2OS, beta-arrestin-GFP, LPI agonist, primary screen (AID 2013); U2OS GPR55 beta-arrestin-GFP translocation imaging, LPI antagonism; higher % means a stronger effect; inhibition, % at 10 µM, or IC50 in µM where a hit was titrated; 290,000 compounds, 0.13% hits;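 active = spots per cell inhibited over 60%, with over 100 cells counted and total cytoplasm intensity under 500,000; inconclusive = wells with under 100 cells, flagged as likely toxic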;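 also: U2OS cells stably carrying GPR55 and arrestin-GFP stimulated by 5 µM LPI near EC80; imaged beta-arrestin-GFP aggregate spots per cell after agonist stimulation; plate controls were LPI-stimulated DMSO wells for no effect and DMSO wells without LPI for full effect; some results filed as inactive read as strong as hits; confirmed hits need IC50 under 10 µM and bright autofluorescent wells are also inconclusive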
GPR35 arrestin U2OS: inhibition of zaprinast-stimulated GPR35 beta-arrestin translocation – imaging, U2OS, beta-arrestin-GFP, zaprinast agonist, primary screen (AID 2058). inhibition, % at 10 µM; hits with a dose series show IC50 in µM. U2OS GPR35 beta-arrestin-GFP translocation imaging, zaprinast antagonism; higher % means a stronger effect. 290,000 compounds, 0.052% hits;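 active = inhibition of at least 50% with at least 30 cells and total cytoplasm GFP at most 10,000,000; inconclusive = under 30 cells or total GFP of 10,000,000 plus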
NTR1 agonist: NTR1-driven beta-arrestin-GFP spot formation – imaging, U2OS cells, high content, primary screen (AID 493036) | P30989 | agonist mode | activation, % at 20 µM | 330,000 compounds, 0.17% hits;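 active = activation at or above 40% of the spot to cytoplasm intensity ratio, with at least 20 cells analyzed; inconclusive = wells under 20 cells, flagged as cytotoxic or low count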;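 also: 0% = DMSO without peptide and 100% = 100 nM NTR1 peptide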
Target sequence (P30989 whole entry, looked up): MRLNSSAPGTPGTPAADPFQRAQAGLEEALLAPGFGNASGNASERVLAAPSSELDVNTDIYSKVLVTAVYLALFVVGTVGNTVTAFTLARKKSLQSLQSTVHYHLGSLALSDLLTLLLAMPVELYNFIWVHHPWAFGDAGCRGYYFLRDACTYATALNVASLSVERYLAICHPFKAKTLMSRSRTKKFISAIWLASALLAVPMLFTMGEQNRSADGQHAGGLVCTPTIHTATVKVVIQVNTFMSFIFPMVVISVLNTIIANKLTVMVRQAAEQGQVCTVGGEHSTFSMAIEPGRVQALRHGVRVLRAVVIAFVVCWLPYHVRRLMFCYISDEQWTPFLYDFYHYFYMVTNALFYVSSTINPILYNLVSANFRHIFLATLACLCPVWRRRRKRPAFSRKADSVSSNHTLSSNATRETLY
SV40 large T antigen: SV40 large T antigen inhibitors, biochemical (AID 1903); inhibition, % at 20 µM, or IC50 in µM where a hit was titrated; 310,000 compounds, 0.39% hits; SV40 large T antigen ATPase/helicase inhibition assay; higher % means a stronger effect; in the data active = a potency from the dose series; inconclusive = inhibition mostly from about 32% at the one dose, without a potency; inactive = the rest, 99 in 100 with inhibition below about 32%; also: strong numbers were not always called active
Lipid droplet: modulators of hepatic lipid droplet formation | AML12 mouse hepatocytes, oleate lipid droplets, BODIPY imaging | 240,000 compounds, 0.4% hits | inhibition, % at 6.5 µM;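 active = lipid droplet intensity inhibited by at least 50%, with more than 500 cells counted; inconclusive = wells with under 300 cells, treated as cytotoxic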
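System: AML12 hepatocytes (mouse). Probe or stimulus: oleic acid at 100 µM to induce lipid droplet formation. Times: overnight treatment with compound plus oleate. Detection: Image-based BODIPY and DAPI two-channel analysis. Evaluation: percent inhibition of filter-corrected integrated lipid droplet intensity per well.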
Rac1 GTP hydrolysis: MgcRacGAP GTPase-activating activity inhibitors, confirmation, biochemical, ADP Hunter fluorescence; one-dose inhibition, % at 30 µM; IC50 in µM for titrated hits; AID 624330; MgcRacGAP-stimulated Rac1 GTP hydrolysis, ADP Hunter fluorescence; higher % means a stronger effect; GST-tagged Rac1 F28L mutant substrate; 340,000 compounds, 0.6% hits;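 active = first-screen hits whose inhibition reached a set limit at any dose in the follow-up dose series; inconclusive = inhibition above the set first-screen limit but never retested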;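 also: fluorescence reports GDP produced by GAP-driven GTP hydrolysis; strong numbers were not always called active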
Lipid droplet cells 6.5 µM: further read-out of Lipid droplet, marked with its call; cell count; measured here: cell count, cytotoxicity flag;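 cells counted across two imaged fields per well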
T cell HTS vesicle-bound %: recorded beside T cell HTS, whose call it bears; double positive events, %; measured here: CD8+ vesicle-bound cell fraction;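 binding gate set so that unloaded-vesicle control wells show 10% double positive cells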
NTR1 agonist cell count 20 µM: recorded beside NTR1 agonist, whose call it bears; cell count; measured here: cell count, cytotoxicity flag
The depositor's hits bear a star; i = inactive; ? = inconclusive; nt = no result given.

SMILES | T cell HTS | T cell HTS vesicle-bound % | GPR55 activation | LYP inhibition | GPR55 antagonists | GPR35 arrestin U2OS | NTR1 agonist | NTR1 agonist cell count 20 µM | SV40 large T antigen | Lipid droplet | Lipid droplet cells 6.5 µM | Rac1 GTP hydrolysis
Cc1noc(/C=C/N(C)C)c1S(=O)(=O)N1CCC(C(=O)NC(C)(C)C)CC1 | i | 3 | -0.2% | -6% | 2% | -14% | -0.2 | 72 | 6% | -3 | 709 | 4%
O=S(=O)(c1ccc(F)cc1)N1CCc2ccccc21 | i | 26 | -0.2% | -6% | 10% | 21% | 0.2 | 63 | 24% | 4 | 847 | -12%
CCc1nnc(NC(=O)C2=NN(C3CCS(=O)(=O)C3)C(=O)CC2)s1 (stereo not given) | i | 37 | 0.7% | -3% | 2% | -5% | 0.8 | 60 | 6% | -1 | 672 | -2%
CCc1ccccc1NC(=O)CSc1ccsc1[N+](=O)[O-] | i | 38 | -0.3% | -5% | 0% | 8% | 0.7 | 61 | 11% | -4 | 667 | 9%
CCCOc1ccc(N2C(=O)CC(N(CCc3ccc(OC)c(OC)c3)C(=S)Nc3ccccc3)C2=O)cc1 (stereo not given) | i | 47 | -0.2% | 1% | -8% | 2% | 13 | 73 | -16% | -43 | 687 | 4%
Cc1onc(-c2ccccc2)c1C(=O)N1CC(C)OC(C)C1 (stereo not given) | i | 47 | -0.2% | 11% | 7% | 4% | -1.3 | 45 | 9% | nt | nt | 11%
CCN(C(=O)CSc1nnc(C)n1Cc1ccccc1)C1CCS(=O)(=O)C1 (stereo not given) | i | 58 | 1.5% | -3% | -1% | 7% | 1.1 | 46 | 5% | 5 | 699 | -8%
[C-]#[N+][C@H](O[C@@H]1O[C@H](CO)[C@@H](O)[C@H](O)[C@H]1O)c1ccccc1 | i | 25 | nt | nt | nt | nt | -0.2 | 83 | 14% | nt | nt | 10%
Cc1cc(-c2nn(-c3ccccc3F)cc2CN2CCC(C(N)=O)CC2)c(C)s1 | i | 28 | 0.0% | -6% | 12% | 1% | 1.5 | 67 | 11% | 15 | 710 | 12%
Cc1ccc(C2=Nc3cccnc3C(c3ccccc3)=NN2)cc1 | i | 26 | -0.2% | 0% | 14% | -2% | -1.5 | 61 | 8% | 7 | 726 | 8%
Cc1cc2nc(C3CCN(Cc4nnnn4Cc4cccs4)CC3)[nH]c2cc1C | i | 29 | 0.2% | -10% | 14% | -5% | -1.6 | 55 | 13% | 13 | 747 | 4%
CC(=O)Nc1ccc(-c2csc(NC(=O)CCCc3cccs3)n2)cc1 | i | 8 | 0.7% | -5% | -5% | -12% | 9.6 | 97 | 14% | 38 | 706 | 11%
c1ccc(COc2ccc(CNCc3cccnc3)cc2)cc1 | i | 30 | 0.3% | 0% | 4% | -6% | 0.6 | 45 | -1% | 19 | 686 | 1%
CCCC(=O)NC(=S)Nc1ccccc1C(F)(F)F | i | 36 | 0.1% | -5% | -3% | -17% | 0.3 | 91 | 24% | 5 | 740 | 5%
COc1ccc(OC)c(NC(=O)c2cc3ccccc3cc2OC)c1 | i | 42 | -0.3% | -8% | 8% | -8% | 3.1 | 63 | 1% | 5 | 827 | 10%
O=C(NCCc1ccccc1)c1ccc(CS(=O)(=O)Cc2ccccc2F)o1 | i | 52 | -0.1% | -3% | -5% | -5% | 0.2 | 46 | 9% | 9 | 783 | 12%
O=C(NCCc1ccccc1)C1CCN(C2CCN(C(=O)CC3=CCCCC3)CC2)CC1 | i | 10 | -0.3% | -5% | -1% | -8% | 0.9 | 59 | 2% | -2 | 794 | 0%
O=C(NC(NC(=S)Nc1ccccc1Cl)C(Cl)(Cl)Cl)c1cccc(Cl)c1 (stereo not given) | i | 58 | 0.2% | -1% | 3% | -25% | 8.0 | 63 | 16% | -26 | 532 | 2%
COC(=O)c1cc(NC2c3ccccc3C(=O)N2Cc2ccco2)cc(C(=O)OC)c1 (stereo not given) | i | 34 | -0.1% | -4% | 0% | 14% | 3.6 | 58 | 8% | nt | nt | 1%
N#CC1(NC(=O)CSc2nnc(-c3ccccc3F)o2)CCCCC1 | i | 26 | nt | nt | nt | nt | -1.1 | 66 | 23% | nt | nt | 11%
CC[N+](C)(CC)CCOC(=O)C1c2ccccc2Oc2ccccc21 | i | 27 | nt | nt | nt | nt | 4.1 | 75 | 7% | nt | nt | 7%
COc1ccc(-c2ncncc2-c2csc(C)n2)c(O)c1OC | i | 33 | -0.1% | 4% | -1% | -4% | 0.5 | 41 | -1% | -4 | 720 | 10%
Cc1cccc2sc(NC(=O)c3ccc(OCC4CCCO4)cc3)nc12 (stereo not given) | i | 40 | 0.2% | 1% | -6% | -13% | 12 | 57 | 11% | 8 | 691 | 7%
Cc1cccc(OCC(=O)NS(=O)(=O)c2ccc(Br)cc2)c1 | i | 67 | -0.1% | -11% | 17% | -2% | -0.3 | 72 | 7% | 37 | 717 | 6%
S=c1[nH]nc(-c2ccc3ccccc3n2)n1-c1ccc(Cl)cc1 | i | 10 | 0.1% | -3% | -16% | -6% | 3.0 | 54 | 1% | -100 | 304 | -5%
CC(=O)c1c(C)[nH]c(C(=O)CSc2nnc(CN3CCCCCC3=O)n2-c2ccccn2)c1C | i | 11 | -0.2% | 0% | -8% | -6% | -0.4 | 57 | 12% | nt | nt | 8%
CC(Oc1cc(F)ccc1[N+](=O)[O-])C(=O)N(C)CC(=O)Nc1ccccc1C(F)(F)F (stereo not given) | i | 49 | 0.2% | 1% | 6% | -2% | 0.4 | 58 | 9% | 1 | 683 | 2%
CCOC(=O)c1oc2ccccc2c1CN1CCN(C(=O)c2ccccc2)CC1 | i | 27 | -0.1% | -6% | 3% | 3% | 2.2 | 88 | 10% | 4 | 726 | -3%
CN1C(=O)CC(=O)N(C)c2cc(S(=O)(=O)N(C)Cc3ccccc3)ccc21 | i | 28 | 0.3% | -10% | 13% | 0% | 0.9 | 56 | ? | -3 | 728 | 15%
CC(=O)/C(=N/Nc1ccc([N+](=O)[O-])cc1)N1CCCc2ccccc21 | i | 21 | -0.1% | -5% | -4% | 43% | 2.3 | 51 | 9% | -28 | 754 | -9%
O=C(O)Cc1sc(NCc2ccco2)nc1-c1ccccc1 | i | 30 | -0.1% | -9% | 7% | 15% | -0.3 | 47 | 13% | -5 | 733 | -8%
FC(F)(F)c1nc(N2CCCC2)ncc1-c1nnnn1-c1ccc(Cl)cc1 | i | 25 | 0.0% | 6% | 12% | 29% | 5.4 | 121 | 3% | -1 | 793 | 3%
Cc1cc(C)nc(SCC(=O)c2cc3ccccc3oc2=O)n1 | i | 50 | -0.1% | -10% | -4% | 5% | -0.2 | 48 | 19% | -1 | 727 | 6%
CC(C)(C)C(=O)COC(=O)c1cc(S(=O)(=O)N2CCCCC2)ccc1N1CCOCC1 | i | 29 | nt | nt | nt | nt | 0.7 | 57 | 12% | nt | nt | 2%
C=CCn1cccc(C(=O)Nc2ccc(OC)cc2OC)c1=O | i | 69 | -0.3% | -1% | 6% | 12% | -1.2 | 31 | 4% | nt | nt | 5%
COc1ccc(C(=O)Oc2cc(C(=S)N3CCOCC3)ccc2OC)cc1 | i | 16 | ? | -8% | -13% | -2% | 1.0 | 42 | 5% | -2 | 809 | 4%
O=C1/C(=C/c2ccc([N+](=O)[O-])cc2)Oc2cc(O)ccc21 | i | 50 | 0.0% | -2% | -11% | 13% | 22 | 81 | 0% | 24 | 799 | 2%
Cc1nc(SCC(=O)Nc2nnc(C(C)C)s2)n[nH]1 | i | 22 | -0.4% | -14% | 8% | 7% | 1.9 | 53 | 10% | 2 | 738 | 3%
CCOC(=O)[C@@H]1[C@H]2COc3cc(OC)ccc3[C@H]2N2C(=O)N(c3ccc(F)cc3)C(=O)[C@]12C | i | 34 | -0.3% | -16% | 4% | 14% | -0.1 | 95 | 25% | nt | nt | 5%
CCOC(=O)C1=C(C)NC(C)=C(C(=O)OCC)C1C(=O)O | i | 36 | 0.7% | -6% | 7% | 5% | -2.6 | 99 | 3% | nt | nt | -3%
CCCCNC(=O)Nc1nc(SCC(=O)OCC)n[nH]1 | i | 46 | 0.7% | -5% | 9% | -2% | -1.1 | 92 | 11% | -2 | 695 | 5%

Part of the list above, with each value named:
CC[N+](C)(CC)CCOC(=O)C1c2ccccc2Oc2ccccc21
  T cell HTS = i; T cell HTS vesicle-bound % = 27; GPR55 activation = nt; LYP inhibition = nt; GPR55 antagonists = nt; GPR35 arrestin U2OS = nt; NTR1 agonist = 4.1; NTR1 agonist cell count 20 µM = 75; SV40 large T antigen = 7%; Lipid droplet = nt; Lipid droplet cells 6.5 µM = nt; Rac1 GTP hydrolysis = 7%

COc1ccc(-c2ncncc2-c2csc(C)n2)c(O)c1OC
  T cell HTS = i; T cell HTS vesicle-bound % = 33; GPR55 activation = -0.1%; LYP inhibition = 4%; GPR55 antagonists = -1%; GPR35 arrestin U2OS = -4%; NTR1 agonist = 0.5; NTR1 agonist cell count 20 µM = 41; SV40 large T antigen = -1%; Lipid droplet = -4; Lipid droplet cells 6.5 µM = 720; Rac1 GTP hydrolysis = 10%

Of the compounds above, 3 contain a Cl atom.
SMILES | T cell HTS | T cell HTS vesicle-bound % | GPR55 activation | LYP inhibition | GPR55 antagonists | GPR35 arrestin U2OS | NTR1 agonist | NTR1 agonist cell count 20 µM | SV40 large T antigen | Lipid droplet | Lipid droplet cells 6.5 µM | Rac1 GTP hydrolysis
O=C(NC(NC(=S)Nc1ccccc1Cl)C(Cl)(Cl)Cl)c1cccc(Cl)c1 (stereo not given) | i | 58 | 0.2% | -1% | 3% | -25% | 8.0 | 63 | 16% | -26 | 532 | 2%
S=c1[nH]nc(-c2ccc3ccccc3n2)n1-c1ccc(Cl)cc1 | i | 10 | 0.1% | -3% | -16% | -6% | 3.0 | 54 | 1% | -100 | 304 | -5%
FC(F)(F)c1nc(N2CCCC2)ncc1-c1nnnn1-c1ccc(Cl)cc1 | i | 25 | 0.0% | 6% | 12% | 29% | 5.4 | 121 | 3% | -1 | 793 | 3%
